M1AAP inhibition – malaria alanyl aminopeptidase activity blockers – biochemical, fluorogenic H-Leu-NHMec substrate, 1536-well (AID 1445); recombinant M1AAP, H-Leu-NHMec fluorogenic kinetic assay; higher % means a stronger effect; one-dose inhibition, % at 30 µM; IC50 in µM for titrated hits; actives 0.42% (n = 220,000);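 active = primary inhibition above the hit cutoff, then over 50% inhibition at one or more dose response concentrations, cut at about 23% in these data, passing the limit was not always enough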;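 also: plate controls were DMSO full reaction for no effect and no enzyme background for full effect; strong numbers were not always called active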
Lipid droplet – hepatic lipid droplet formation modulation; AML12 mouse hepatocytes, oleate lipid droplets, BODIPY imaging; inhibition, % at 6.5 µM; actives 0.4% (n = 240,000);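 active = lipid droplet intensity inhibited by at least 50%, with more than 500 cells counted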
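Material: mouse AML12 hepatocyte cell line, fixed after treatment; Timing: compound with oleate, overnight; Technique: high-content imaging of BODIPY-stained droplets and DAPI nuclei; Probe or stimulus: oleate, 100 µM final; Dosing: compound at 6.5 µM only.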
SIAH1 antagonists – Siah-1 peptide-binding antagonists, primary screen, biochemical, fluorescence polarization, rhodamine-plectin, uHTS (AID 1817); displacement, % at 20 µM, or IC50 in µM where a hit was titrated; Siah-1 / rhodamine-plectin peptide fluorescence polarization; higher % means a stronger effect; actives 0.02% (n = 290,000);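 active = displacement of at least 50% at 20 µM, with a fluorescence ratio check between 0.3 and a set limit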;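 also: plate controls were Siah plus tracer with DMSO for no effect and tracer alone without Siah for full effect; strong numbers were not always called active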
XIAP antagonists – small molecules displacing peptide from XIAP – biochemical, IAP family, fluorescence polarization (AID 1018) | XIAP BIR domain, fluorescence polarization peptide displacement; higher % means a stronger effect | displacement, % at 20 µM, or IC50 in µM where a hit was titrated | actives 0.007% (n = 200,000); in the data active = displacement above about 50%; also: a part of the inactive calls stands beside numbers as strong as those of hits
AID2073 – disruptors of CaV2.2 binding to Mint1 – biochemical, HTRF (AID 2073); HTRF protein-protein interaction, Mint1-CaV2.2; higher % means a stronger effect; one-dose inhibition, % at 20 µM; IC50 in µM for titrated hits; actives 0.19% (n = 290,000); in the data active = inhibition mostly above about 51%, no sharp cut-off; also: some results filed as inactive read as strong as hits
M17LAP inhibition – P. falciparum M17LAP inhibitors, primary screen, biochemical, fluorogenic H-Leu-NHMec substrate, 1536-well (AID 1619); recombinant M17LAP, H-Leu-NHMec fluorogenic kinetic assay; higher % means a stronger effect; one-dose inhibition, % at 30 µM; IC50 in µM for titrated hits; actives 0.38% (n = 220,000);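 active = compound inhibiting the enzyme by more than half at any dose during confirmatory dose-response retesting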;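 also: plate controls were full reaction with DMSO carrier for no effect and no enzyme background for full effect; strong numbers were not always called active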
ER stress rescue – protection against thapsigargin-triggered cell killing – 384-well, CSM14.1, ATP luminescence, primary screen (AID 1222); one-dose cellular ATP content (survival), % at 20 µM; EC50 in µM for titrated hits; CSM14.1 thapsigargin-induced death rescue, ATP luminescence; higher % means a stronger effect; 190,000 tested, under 10 active;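 active = EC50 below 50 µM in the dose-response confirmation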;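 also: death triggered by thapsigargin at about 15 µM added after 2 h compound pretreatment; cell ATP read after overnight thapsigargin exposure of roughly 18 to 22 hours; normalized against plate controls of thapsigargin alone and 5% DMSO vehicle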
NOD2 inhibition – inhibition of NOD2-driven NF-kB reporter – cell-based, luminescence, uHTS, HEK293 (AID 1566); inhibition, % at 4 µM, or EC50 in µM where a hit was titrated; actives 0.63% (n = 290,000); HEK293 NOD2/NF-kB luciferase reporter, luminescence; higher % means a stronger effect; also: many of its hits are not listed in these tables
LYP inhibition – PTPN22 lymphoid phosphatase activity blockers – biochemical, fluorescence intensity, uHTS (AID 1779). recombinant LYP phosphatase, fluorescence intensity; higher % means a stronger effect. inhibition, % at 11.5 µM, or IC50 in µM where a hit was titrated. actives 0.054% (n = 290,000);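 also: plate controls were vehicle with enzyme for no effect and no enzyme for full effect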
Lipid droplet cells 6.5 µM – second read-out of Lipid droplet, no call of its own (marks repeat the call); cell count; measured here: cell count, cytotoxicity flag;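 cells counted across two imaged fields per well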
Numbers without * were called inactive; x = not tested or not shown. Rule as the data show it, unless noted: active = inhibition above about 50%; inactive = the rest. The list is partial (hit frequency here may not be typical).

SMILES | M1AAP inhibition | Lipid droplet | Lipid droplet cells 6.5 µM | SIAH1 antagonists | XIAP antagonists | AID2073 | M17LAP inhibition | ER stress rescue | NOD2 inhibition | LYP inhibition
O=C(c1cccn2c(=O)c3ccccc3nc12)N1CCN(c2ccccn2)CC1 | 2% | 5 | 708 | 0% | 3.6% | 15% | 10% | -1.2% | 2% | -6%
CC(C)=C1SC(N2CCN(c3cccc(C(F)(F)F)c3)CC2)=NC1=O | 2% | x | x | 0% | -7.6% | 4% | -3% | 3.9% | -10% | -6%
Cc1cccc(NC(=S)N(CCCN2CCOCC2)Cc2ccco2)c1 | 1% | 4 | 766 | -8% | -5.5% | -20% | 3% | 0.2% | 11% | -10%
CC(=O)N(CCc1cccc(C)c1)Cc1cc2ccc(C)cc2[nH]c1=O | x | -12 | 834 | 0% | x | 0% | x | x | 18% | -7%
COc1cc(/C=C(\C#N)C(=O)NCC2CCCO2)c([N+](=O)[O-])cc1OC (stereo not drawn) | -4% | x | x | -7% | -1.5% | -13% | -7% | 3.6% | 21% | -9%
O=C(O)c1cn(-c2ccc(F)c(F)c2)c2c(F)c(F)c(F)c(F)c2c1=O | 9% | x | x | 2% | -7.4% | -5% | 2% | -0.9% | 28% | -12%
N#Cc1c(C(F)(F)F)cc(-c2ccccc2)nc1SCCN1CCOCC1 | 1% | x | x | 5% | -5.0% | 2% | 11% | 5.1% | 13% | 4%
CCN1C(=O)/C(=C/c2cnn(C)c2C)SC1=S | -2% | 4 | 801 | 1% | -3.2% | -14% | -1% | -0.6% | 19% | -7%
Cc1ccc(-c2cc(C(=O)NCc3cccnc3)no2)cc1 | -4% | -2 | 669 | -7% | 0.2% | -5% | -2% | -3.2% | -35% | -7%
COc1cc(C(=O)N2CCC(n3c(C)nc4cc(F)ccc43)CC2)cc(OC)c1OC | 4% | -9 | 736 | -2% | -5.3% | 6% | -8% | -1.8% | 3% | -8%
Cc1cccc(/C=C2\Sc3ccc(C(=O)N4CCOCC4)cc3N(C)C2=O)c1 | x | 9 | 722 | -4% | x | 0% | x | x | 20% | -5%
CCCN(CCC)CCCNS(=O)(=O)c1ccc2c(c1)oc(=O)n2C | -6% | 0 | 664 | -5% | -2.9% | -5% | -16% | x | 0% | -3%
CC(C)NS(=O)(=O)c1ccc(OCC(=O)Nc2ccccc2F)cc1 | 3% | 3 | 784 | 0% | -6.0% | 40% | 9% | 0.0% | -5% | -9%
Fc1ccc(NC(=S)NCc2cccs2)cc1 | -3% | -8 | 620 | 9% | -14% | 6% | -7% | -3.6% | 9% | -4%
COc1cc(C(=S)N2CCN(C)CC2)ccc1OCC(=O)NCc1ccccc1 | 2% | 6 | 639 | 4% | -0.7% | -8% | 0% | -0.7% | 4% | 5%
CCN1CCN(C(=O)c2ccc(C(F)(F)F)cc2)CC1 | 0% | 31 | 649 | 8% | -2.4% | -3% | -7% | -0.4% | 0% | -3%
O=C(NNC(=O)c1cc(-c2ccccc2)nc2ccccc12)Nc1cccc(Cl)c1 | 7% | -3 | 714 | 5% | 0.3% | -6% | 1% | -0.5% | -30% | -5%
Cc1ccc2cc(CN(C(=O)c3ccco3)c3ccccc3C)c(=O)[nH]c2c1 | 2% | x | x | 2% | -6.2% | -2% | 1% | -1.8% | -2% | 2%
CCOC(=O)c1ccc(N=Cc2c(O)c3ccccc3oc2=O)cc1 | x | 2 | 824 | 1% | x | 34% | x | x | 5% | -7%
Cc1nn(-c2ccccc2)c2c1C1(C(=O)N(C)c3ccccc31)N(c1ccccc1)C(=O)N2 (stereo not drawn) | 1% | x | x | -4% | -5.8% | -5% | -7% | 0.1% | -3% | 2%

Shown as labelled records: entries from further up
COc1cc(C(=S)N2CCN(C)CC2)ccc1OCC(=O)NCc1ccccc1
  M1AAP inhibition: 2%	Lipid droplet: 6	Lipid droplet cells 6.5 µM: 639	SIAH1 antagonists: 4%	XIAP antagonists: -0.7%	AID2073: -8%	M17LAP inhibition: 0%	ER stress rescue: -0.7%	NOD2 inhibition: 4%	LYP inhibition: 5%

N#Cc1c(C(F)(F)F)cc(-c2ccccc2)nc1SCCN1CCOCC1
  M1AAP inhibition: 1%	Lipid droplet: x	Lipid droplet cells 6.5 µM: x	SIAH1 antagonists: 5%	XIAP antagonists: -5.0%	AID2073: 2%	M17LAP inhibition: 11%	ER stress rescue: 5.1%	NOD2 inhibition: 13%	LYP inhibition: 4%

More structures
SMILES | M1AAP inhibition | Lipid droplet | Lipid droplet cells 6.5 µM | SIAH1 antagonists | XIAP antagonists | AID2073 | M17LAP inhibition | ER stress rescue | NOD2 inhibition | LYP inhibition
COc1ccc(C(=O)Nc2cc3c(cc2C#N)OCO3)cc1S(=O)(=O)N1CCN(C)CC1 | 10% | 18 | 611 | 1% | -3.9% | 8% | 7% | x | 4% | -7%
COc1ccc(C(=O)NCc2nnc(SCC(=O)Nc3cc(C)cc(C)c3)o2)cc1OC | 4% | 13 | 721 | -3% | -2.7% | 0% | 9% | x | 0% | 0%
C/C(CCS(=O)(=O)c1ccccc1)=N/O | 0% | 11 | 681 | -7% | -7.8% | 9% | 11% | -0.9% | 5% | -2%
OCCC1CN(Cc2cccn2-c2ccccn2)CCN1C1CCCCC1 (stereo not drawn) | -1% | -2 | 577 | -2% | -5.0% | -6% | -3% | -0.5% | -19% | -11%
O=C(O)c1ccc(CSc2nnc(Cc3ccccc3)o2)cc1 | 6% | 8 | 740 | 3% | -2.4% | -2% | 14% | -2.9% | 18% | -3%
CN(C)/C=N/C(=S)Nc1ccc(Br)cc1F | 8% | -13 | 765 | -2% | -5.7% | -22% | 7% | -3.0% | -59% | -2%
CCOC(=O)C1CCN(c2ncnc3c2oc2ccc(Br)cc23)CC1 | 7% | -7 | 764 | 0% | -1.2% | -5% | 5% | -0.7% | -59% | -4%
COC(CNC(=O)c1ccc(CS(=O)(=O)c2ccc(C)cc2)o1)OC | x | 14 | 411 | 0% | x | -5% | x | x | 14% | -7%
CC(=O)Nc1cccc(NC(=O)C2CCCN2C(=O)Nc2cccc(F)c2)c1 (stereo not drawn) | 69µM* | x | x | -2% | -1.9% | -2% | 0% | 2.8% | 1% | 1%
COc1cccc(C(=O)N(Cc2cc3cc(C)ccc3[nH]c2=O)CC2CCCO2)c1 (stereo not drawn) | 3% | x | x | -7% | -2.5% | 3% | -4% | -1.1% | 10% | -1%
Cc1c(N=Cc2ccc(O)c(Br)c2)cccc1[N+](=O)[O-] | 11% | 1 | 750 | -3% | -5.2% | -2% | 3% | -1.9% | 12% | 3%
Clc1ccc(-c2noc(CCCOc3ccccc3)n2)cc1 | 0% | x | x | 0% | -1.8% | -10% | 2% | 1.4% | 13% | -8%
COc1cccc(/C=C2/SC(=S)N(CC(=O)NNC(=O)c3ccccc3OC)C2=O)c1 | x | 0 | 761 | -4% | x | 9% | x | x | -10% | -3%
CCCc1cc(C(=O)NCc2cccs2)no1 | 1% | x | x | 8% | -1.8% | -4% | 9% | -0.1% | -33% | -8%
CC(C)(C)n1nnnc1C(c1cccs1)N(Cc1cccnc1)Cc1ccco1 (stereo not drawn) | 6% | 2 | 679 | -2% | -0.6% | 8% | -4% | -0.1% | -6% | 0%
CCN1C(=O)c2ccccc2S(=O)c2ccc(C(=O)N3CCN(C(=O)c4ccco4)CC3)cc21 (stereo not drawn) | 14% | 10 | 651 | -2% | -0.2% | 18% | 1% | x | 4% | -4%
O=C(NCC(=O)N(c1ccccc1)C(C(=O)NC1CCCCC1)c1cccnc1)c1cccs1 (stereo not drawn) | 1% | 6 | 722 | 0% | 14% | -8% | 10% | 0.6% | 2% | -10%
O=[N+]([O-])c1ccc(C(=S)N2CCN(Cc3ccccc3)CC2)cc1 | 2% | 1 | 602 | 5% | -4.4% | 13% | -7% | 1.1% | -9% | 2%
CC(C)c1ccc(N(CC(=O)NCc2ccc(F)cc2)C(=O)c2csnn2)cc1 | 6% | -7 | 611 | 8% | -4.2% | -3% | -1% | 2.0% | -8% | -8%
CCc1ccc(OCCNC(=O)c2ccco2)cc1 | x | 4 | 791 | -3% | x | -1% | x | x | -6% | -9%

SMILES | M1AAP inhibition | Lipid droplet | Lipid droplet cells 6.5 µM | SIAH1 antagonists | XIAP antagonists | AID2073 | M17LAP inhibition | ER stress rescue | NOD2 inhibition | LYP inhibition
O=C(NCc1ccco1)c1cc2n(n1)C(C(F)(F)F)CC(c1ccc(F)cc1)N2 (stereo not drawn) | 5% | -14 | 650 | 12% | -5.5% | -2% | 4% | -2.6% | -5% | 1%
COC(=O)c1cc([N+](=O)[O-])c(-n2cncn2)c([N+](=O)[O-])c1 | x | -3 | 660 | 3% | 4.2% | 4% | x | -5.1% | 11% | -3%
Cc1ccc(NC(=O)Cn2cc(C(F)(F)F)cc(Cl)c2=O)cc1Cl | 6% | 14 | 653 | 0% | -1.4% | 11% | -1% | -1.8% | 9% | -5%
CCOc1ccc(C2c3[nH]c4ccccc4c3CCN2Cc2cccn2-c2ncccn2)cc1 (stereo not drawn) | 0% | -1 | 773 | 1% | x | 15% | 2% | x | -7% | 1%
CC(=O)Nc1cccc(S(C)(=O)=O)c1 | -1% | 20 | 692 | -1% | -5.2% | 3% | 10% | -1.5% | 16% | -4%
CCCc1cc(=O)[nH]c(SCC(=O)c2cc(C)n(C3CC3)c2C)n1 | 8% | x | x | 1% | -7.9% | -37% | 5% | -1.4% | 20% | -5%
CCOc1ccc(N(CC(=O)Nc2ccc(OC)cc2)C2=NC3CS(=O)(=O)CC3S2)cc1 (stereo not drawn) | x | -1 | 697 | -2% | x | 14% | x | x | 8% | -9%
O=C(OCC(=O)c1ccc[nH]1)c1ccc(S(=O)(=O)N2CCCCC2)cc1 | 1% | -8 | 705 | -5% | -2.2% | 1% | -9% | x | 9% | 0%
O=C(Nc1cccc(Cl)c1)N1CCc2ccccc2C1 | x | -2 | 807 | 7% | x | 7% | x | x | -52% | -1%
CC(=O)c1ccc(N2CCN(C(=O)c3ccc(Cl)c(NC4=NC5CS(=O)(=O)CC5S4)c3)CC2)cc1 (stereo not drawn) | x | 0 | 675 | 12% | x | 3% | x | x | 2% | -10%
CC1CC(C)CN(C(=O)Cn2nnc(-c3ccc(Br)cc3)n2)C1 (stereo not drawn) | x | 14 | 834 | -9% | x | 9% | x | x | 13% | 1%
O=C(NN=C1CCCCC1)c1ccccc1OCc1ccc(F)cc1 | 5% | -1 | 644 | -3% | -2.8% | 5% | -3% | 9.8% | 0% | -4%
O=S(=O)(Nc1ccccn1)c1cccc(S(=O)(=O)c2ccc(Br)cc2)c1 | 3% | 20 | 706 | -6% | -5.7% | 3% | -4% | 0.2% | 0% | -5%
C=CCN(C(=O)c1cccc(N2C(=O)C3CC=CC(C)C3C2=O)c1)c1ccccc1 (stereo not drawn) | 3% | -21 | 715 | 7% | -2.1% | 31% | 22% | -0.6% | 9% | -4%
COc1ccc(N2C=C3C(=O)C(C)(OC(=O)CCc4ccccc4)C(=O)C=C3C=C2c2ccc(C#N)cc2)cc1 (stereo not drawn) | 3% | -3 | 762 | 2% | x | 2% | 8% | x | 21% | -7%

Assay outcomes (PubChem BioAssay)
